Source: PubChem (National Center for Advancing Translational Sciences (NCATS))
AmpC no deterg = qHTS Inhibitors of AmpC Beta-Lactamase (assay without detergent); P00811; Potency, µM (highest dose often 57.1 µM), for inactives: at the highest dose activity change, negative = inhibition, actives largely listed as inhibitors; 0.52% of 330,000 active; AID 485341, 2010; AmpC nitrocefin hydrolysis, absorbance 480 nm, 0.0001% Triton;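 further: potency means the concentration at half of the fitted maximal effect; plate controls were no compound for no effect and no enzyme for full effect; nearly all actives have a fitted effect of over 20% in size; some results filed as inactive show a strong effect at the top dose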
Target sequence (P00811 whole entry, looked up): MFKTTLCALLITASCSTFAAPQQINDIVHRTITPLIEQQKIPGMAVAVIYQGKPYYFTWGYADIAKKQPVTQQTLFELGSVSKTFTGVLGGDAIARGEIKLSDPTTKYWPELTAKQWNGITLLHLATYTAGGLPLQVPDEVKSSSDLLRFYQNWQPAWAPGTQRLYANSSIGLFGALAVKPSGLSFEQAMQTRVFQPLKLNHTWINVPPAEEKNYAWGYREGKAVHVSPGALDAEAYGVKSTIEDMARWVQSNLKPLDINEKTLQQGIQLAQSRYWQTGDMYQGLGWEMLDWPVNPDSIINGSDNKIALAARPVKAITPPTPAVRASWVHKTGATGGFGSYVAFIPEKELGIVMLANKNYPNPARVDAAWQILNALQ
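AmpC (5.3 nM in the dispensed reagent) in 20 mM phosphate pH 7.0 with 0.01% (detergent screen) or 0.0001% Triton X-100 was preincubated with compounds for 15 min at room temperature. Nitrocefin was then added from an 800 uM solution, and hydrolysis was followed at 480 nm.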
Shiga toxin inh = A qHTS for Small Molecule Inhibitors of Shiga Toxin. 9.2% of 290,000 active. AID 2315, 2010. Vero cells, Shiga toxin protein synthesis inhibition reporter. inhibition, % at 38.7 µM; in the data active means inhibition mostly above about 28%, no sharp cut-off; inactive means mostly below about 43%; further: 0% is about no effect
Tb PYK inh = qHTS of Trypanosoma Brucei Inhibitors; pyruvate kinase (Trypanosoma brucei), Q57TT1; Potency, µM (doses to about 76.8 µM), without a hit: at the top dose activity, negative = inhibition, hits mostly inhibitors; TbPYK enzyme, Kinase-Glo Plus ATP luminescence, 45 min; AID 624173, 2012; 0.12% of 410,000 active; further: potency means the concentration at half of the fitted maximal effect; on the % scale 0 is the no-effect control and ±100 the full control effect; nearly all actives have a fitted effect of over 50% in size
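Readout: single end-point luminescence (Kinase-Glo Plus, 10 min). Reaction conditions were TbPYK/substrate plus 130 uM ADP, 45 min at RT, pH 7.2 TEA buffer. No-enzyme wells served as controls, and data were normalized before concentration-response fitting.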
Cycloheximide cs = Cycloheximide Counterscreen for Small Molecule Inhibitors of Shiga Toxin. cell reporter, cycloheximide protein synthesis inhibition counterscreen. max response, %. 12% of 300,000 active; in the data active means max response mostly above about 13%, no sharp cut-off; inactive means mostly below about 14%; further: read at 38.3 µM for the half of the compounds with a filed dose; 0% is about no effect
Pf growth 96h = Primary qHTS for delayed death inhibitors of the malarial parasite plastid, 96 hour incubation | P. falciparum luciferase reporter growth, 96 h | Potency, µM (titrated, usually from 28.7 µM), without a hit: top-dose activity change, negative = inhibition, actives largely listed as inhibitors | 6.9% of 320,000 active | AID 504834, 2011; further: potency means the concentration at half of the fitted maximal effect; on the % scale 0 is the no-effect control and ±100 the full control effect
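Cell-based qHTS: luciferase-tagged P. falciparum in erythrocytes (2% hematocrit, 0.05% parasitemia final) incubated with compounds for 96 hours, 37 C, 5% CO2; luciferase detection reagent then added and luminescence measured.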
LmPK inh = qHTS Assay for Inhibitors of Leishmania Mexicana Pyruvate Kinase (LmPK). 0.37% of 290,000 active. AID 1721, 2009. purified LmPK, Kinase-Glo ATP luminescence, 1 h. Q27686. Potency, µM (doses to about 57.5 µM), inactives show at the highest dose activity change, negative = inhibition, most hits filed as inhibitors; further: potency means the concentration at half of the fitted maximal effect; on the % scale 0 is the no-effect control and ±100 the full control effect
Target sequence (Q27686 whole entry, looked up): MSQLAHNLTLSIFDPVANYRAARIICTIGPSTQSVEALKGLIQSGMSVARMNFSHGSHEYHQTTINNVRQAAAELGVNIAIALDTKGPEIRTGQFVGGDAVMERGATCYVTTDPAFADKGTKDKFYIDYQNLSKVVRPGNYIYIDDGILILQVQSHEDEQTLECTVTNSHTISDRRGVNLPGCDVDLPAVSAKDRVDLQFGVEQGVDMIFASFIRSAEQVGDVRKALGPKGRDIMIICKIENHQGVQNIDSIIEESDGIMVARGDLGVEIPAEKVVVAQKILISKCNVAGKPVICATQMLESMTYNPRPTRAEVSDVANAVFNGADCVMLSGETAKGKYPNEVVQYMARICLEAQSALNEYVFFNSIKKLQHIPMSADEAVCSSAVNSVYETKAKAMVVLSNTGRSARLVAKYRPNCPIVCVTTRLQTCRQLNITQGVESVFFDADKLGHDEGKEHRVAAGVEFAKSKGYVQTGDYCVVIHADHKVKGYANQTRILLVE
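In 50 mM imidazole pH 7.2 with 7 mM MgCl2, LmPK (0.1 nM) turned over PEP (0.5 mM) and ADP (0.1 mM) for 1 h at room temperature. Luciferase read-out of ATP.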
Pf growth 48h = Primary qHTS for delayed death inhibitors of the malarial parasite plastid, 48 hour incubation. 5.9% of 310,000 active. P. falciparum luciferase growth in erythrocytes, 48 h. Potency, µM (top dose mostly 28.7 µM), for inactives: at the highest dose activity change, negative = inhibition, hits mostly inhibitors. AID 504832, 2011; further: potency means the concentration at half of the fitted maximal effect; on the % scale 0 is the no-effect control and ±100 the full control effect
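Read-out is firefly luciferase luminescence from an integrated reporter in P. falciparum, so falling signal marks reduced parasite growth. Infected erythrocytes were at 2% hematocrit and 0.1% parasitemia (final) in Albumax-supplemented RPMI 1640.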
The depositor's hits bear a star; ? = inconclusive; nt = no result given; & = joins results of further samples; [ ] = dose if it differs, or a comment. Unless noted, the call rests on the fitted dose curve; in most records, active means well fitted curve in the direction sought with a large enough effect; inconclusive means small, poorly fitted or top-dose-only effect, or another doubt; inactive means no such curve, though single readings can be large; an effect the other way counts as inactive or inconclusive. Compounds as they come; overall some 22% were active at least once.

SMILES | AmpC no deterg | Shiga toxin inh | Tb PYK inh | Cycloheximide cs | Pf growth 96h | LmPK inh | Pf growth 48h
COc1ccccc1NC(=O)N1CCN(c2ccc(F)cc2)CC1 | -9% | 5 | -8% | -2 | 2.3µM* | 0% | -21%
NS(=O)(=O)c1cccc(NS(=O)(=O)c2ccc(/C=C/C(=O)OCC(=O)c3ccccc3)cc2)c1 | 3.5µM* | 8 | 4% | -2 | ? | 1% | -10%
Cc1ccc(C(=O)N/C(=C/c2ccco2)C(=O)O)cc1 | -21% | -7 | -15% | -1 | nt | -6% | 12%
Cc1csc(NC(=O)C2CCCN2C(=O)OCC(C)C)n1 (stereo not drawn) | -12% | -7 | -14% | 4 | ? | 14% | nt
CCO[C@@H]1OC(C(=O)NC2CC2)=C[C@H](C)[C@H]1CCCO | 62%[activator] | 22 | -3% | -1 | 62%[activator] | 2% | 64%[activator]
CN1C(=O)C(C)(C)c2cc(S(=O)(=O)NCc3ccc(Cl)cc3)ccc21 | -15% | -2 | -2% | -3 | 0% | -1% | -7%
Cn1c(Cn2cnc3ccccc32)nnc1SCC(=O)CC(=O)Nc1ccccc1 | -21% | 4 | 1% | -6 | -23% | -1% | -20%
COc1ccc(NC(C)=O)cc1NC(=O)CSc1nc2ncccc2[nH]1 | -14% | 23 | ? | -2 | 51%[activator] | -15% | 37%[activator]
Cc1cccc(N2CCN(C(=O)C3CCN(S(=O)(=O)c4cccnc4)CC3)CC2)c1C | 41% | -13 | 0% | -4 | ? | 11% | nt
Nc1c(C(=O)Nc2ccccc2)sc2nc3c(c(-c4ccco4)c12)CCC3 | -25% | 48* | ? | 19* | ? | -2% | ?
CCOC(=O)C1(CCOC)CCN(C(=O)c2ccccc2-c2cccc(C)c2)CC1 | 160%[activator] | -17 | 0% | -2 | 12% | 3% | ?
Cc1cc(Br)ccc1NS(=O)(=O)c1c(C)[nH]c(=O)[nH]c1=O | -53% | -18 | -9% | 8 | 5.2µM* | 3% | 2%
O=C(COc1ccccc1)NCc1ccc(-n2cccc2)cc1 | -2%[2.29 µM] | 8 | 3% | -2 | ? | 1% | -2%
O=C(CNC(=O)c1cccs1)c1ccc([N+](=O)[O-])cc1 | -31% | 92* | 0% | 23* | 105%[activator] | -1% | 80%[activator]
c1ccc2c(c1)-c1cccc3c1c-2cc1ccccc13 | -14% | nt | nt | nt | -5% | nt | 78%[activator]
O=C(c1ccccc1)N1CCN(c2ccccc2F)CC1 | -6% | 26 | -2% | 9 | nt | 3% | 20%
COc1ccc(-c2ccc(=O)n(CC(=O)Nc3ccc(C(=O)NC4CC4)cc3)n2)cc1OC | 1% | 20 | -9% | -3 | nt | 4% | -5%
O=C(Cc1ccc(S(=O)(=O)N2CCOCC2)s1)Nc1ccc(S(=O)(=O)N2CCCCC2)cc1 | -26% | nt | -15% | nt | ? | nt | ?
C/C(CC(=O)Nc1ccc(N(C)C)cc1)=N\NC(=O)c1ccccc1F | -14% | 121* | -2% | 38* | ? | 4% | 139%[activator]
O=S(=O)(Cc1cc(Cl)nc(-c2ccncc2)n1)c1ccccc1 | -6% | -10 | 6% | -3 | ? | -1% | ?
CN1CCN(NC(=O)/C=C/c2cccc([N+](=O)[O-])c2)CC1 | -17% | 7 | -4% | 10 | 29% | 0% | 12%
CCOC(=O)c1cnc2oc3ccccc3n2c1=O | 3% | nt | -2% | 58* | 40%[activator] | -2% | 2%
Clc1ccc(Nc2nc(NCCN3CCOCC3)nc(N3CCOCC3)n2)cc1 | 118%[activator] | -1 | 2% | -2 | ? | 2% | ?
Cc1ccsc1C(C(=O)NCc1ccccc1)N(C(=O)c1csnn1)c1ccccc1 (stereo not drawn) | -20% | -2 | -6% | -6 | 11% | 1% | -10%
CCOc1cc(N2CCOCC2)c(OCC)cc1NC(=O)CN1CCN(Cc2ccc3c(c2)OCO3)CC1 | -16% | -33 | -2% | -3 | ? | 1% | ?
COc1cccc(OCc2nn[nH]n2)c1 | -20% | 8 | -2% | 0 | 0% | 0% | 12%
CC1CCN(c2nc3c(c(=O)[nH]c(=O)n3C)n2Cc2ccccc2Cl)CC1 | -7% | -4 | 2% | -2 | 9.3µM* | 1% | -22%
Cc1cc2c(cc1S(=O)(=O)Nc1cccc(C)c1C)n(C)c(=O)c(=O)n2C | -25% | -3 | -2% | -2 | 3% | -1% | -1%
CC(C)C(NC(=O)c1ccc(Br)cc1)C(=O)NC1=NCCS1 (stereo not drawn) | -25% | 9 | 6% | -4 | 120%[activator] | 1% | -4%
Cc1ccc(S(=O)(=O)NCC(=O)OCc2csc(-c3ccccc3)n2)cc1 | -1% | -9 | 4% | 15* | 59%[activator] | 0% | 17%
Cc1cc(=O)[nH]c(=S)[nH]1 | -35% | -13 | 4%&-4% | -5 | -16%&-17% | 10% | -12%&-13%
NC(=O)C1CCN(CC(=O)Nc2cc(Cl)ccc2Oc2ccccc2)CC1 | 8%[11.4 µM] | -4 | -11% | 1 | -26% | 4% | ?
Cc1cc(C)nc(-n2ncc3c2CC(C)CC3=O)n1 (stereo not drawn) | -5% | 19 | 0% | 2 | 94%[activator] | 3% | 8%
CCn1c(CCCNC(=O)c2cccs2)nc2ccccc21 | -5% | -10 | 3% | 0 | -12% | 0% | 5%
Cc1cccc(Nc2nnc(SCC(=O)Nc3ncc(C(F)(F)F)cc3Cl)s2)c1C | -21% | -4 | -1% | 7 | 2% | -4% | 4%
COc1ccc(/C=N/n2c(COc3ccccc3)n[nH]c2=S)cc1OC | -31% | -5 | ? | 0 | -8% | -7% | nt
O=C1CCn2nc(-c3ccc(Cl)cc3)cc2N1 | -15% | 79* | -1% | 44* | ? | -14% | 122%[activator]
COC(=O)c1ccc(C)c(NC(=O)c2ccc(CN3CCc4ccccc4C3)cc2)c1 | -2% | -8 | 1% | 0 | 9.3µM* | 0% | -7%
Oc1[nH]c2ccccc2c1OCc1ccncc1 | -18% | -19 | 2% | -3 | ? | 1% | -1%
COc1ccc(C(=O)OCC(=O)c2cc(C)n(CC3CCCO3)c2C)cc1[N+](=O)[O-] (stereo not drawn) | 74%[activator] | nt | 3% | nt | ? | nt | ?
COc1cccc2cc(C(C)N(CCCN3CCOCC3)C(=S)Nc3ccc(C)cc3)oc12 (stereo not drawn) | 179%[activator] | -13 | -3% | 6 | ? | 8% | ?
COc1ccc(Cl)cc1N(CC(=O)NC1CC2CCC1C2)S(=O)(=O)c1ccccc1 (stereo not drawn) | 37% | -27 | 5% | -1 | ? | -9% | ?
COc1ccc(C(=O)N2CCN(c3ccccc3)CC2)cc1S(=O)(=O)NC1CC1 | -2% | nt | -8% | nt | 39%[activator] | nt | 46%[activator]
Cc1ccc(S(=O)(=O)Nc2c(C)ccc3nsnc23)cc1 | -25% | 7 | 4% | -2 | ? | 0% | 0%
O=C(NC1CCCC1)C(c1ccncc1)N(Cc1ccccc1)C(=O)Cc1cccs1 (stereo not drawn) | 36% | -2 | -2% | -1 | ? | 4% | ?
O=c1c2ccccc2nc2sc(Nc3ccc(F)cc3)nn12 | -15% | nt | -1% | nt | ? | nt | ?
N#Cc1ccc(OCC(=O)Nc2cc(S(=O)(=O)N3CCOCC3)ccc2N2CCOCC2)cc1 | 17% | 16 | 6% | -2 | -14% | 1% | -1%
COc1ccc(N(C(=O)c2ccncc2)S(=O)(=O)c2ccccc2)cc1 | 17% | -9 | -6% | -2 | ? | 0% | -4%
O=C(O)c1c(F)c(F)cc2ccccc12 | -10% | 9 | -11% | -5 | -22% | 2% | 4%
Cc1cc2oc(C(=O)NCc3ccncc3)c(C)c2cc1C | 54% | -3 | 3% | 4 | ? | 0% | nt
CCn1c(COc2ccc3c(c2)CCCC3)nnc1SCC(=O)Nc1nccs1 | -13% | 5 | -2% | 1 | 16% | -2% | -6%
CCCCCCc1cc2cc(-c3nnc(-c4ccccc4OC)o3)c(=O)oc2cc1O | 1% | -30 | -8% | -6 | nt | -5% | 3.7µM*
Cc1ccc(SCC(=O)N(C)CC(=O)Nc2cccc(F)c2)c(C)c1 | -17% | nt | 5% | nt | 24% | nt | 12%
CC(=O)c1ccc(C(=O)N2CCCC(Nc3ccccc3)C2)s1 (stereo not drawn) | -12% | -8 | -1% | 2 | 9% | 4% | -6%
CC(=O)Cc1nsc(NC(=O)c2cccs2)n1 | -29% | 16 | 1% | 31* | 18% | -14% | 34%[activator]
CCOC(=O)N1CCN(C(=O)COC(=O)CSc2cc(C)c(Br)cc2C)CC1 | 190%[activator] | nt | -7% | nt | 11% | nt | 7%
ClC1(Cl)CC1CSc1nc2ccccc2[nH]1 (stereo not drawn) | -48% | 61 | -6% | 42* | ? | 6% | 59%[activator]
Cc1csc(C2=C(O)CN(CCc3ccccc3)C2=N)n1 | -12% | -2 | -13% | -1 | -10% | 4% | -12%
Cc1ccc(C(=O)Oc2ccc3c(c2)ncn3C)cc1 | 31% | 99* | -12% | 49* | -26% | 3% | 17%
CC(=O)c1sc(NC(=O)CCS(=O)(=O)c2ccccc2)nc1C | -5% | 58* | 4% | 57* | -1% | -6% | 2%

Molecules above containing a furan ring, fused or not (4):
SMILES | AmpC no deterg | Shiga toxin inh | Tb PYK inh | Cycloheximide cs | Pf growth 96h | LmPK inh | Pf growth 48h
Cc1ccc(C(=O)N/C(=C/c2ccco2)C(=O)O)cc1 | -21% | -7 | -15% | -1 | nt | -6% | 12%
Nc1c(C(=O)Nc2ccccc2)sc2nc3c(c(-c4ccco4)c12)CCC3 | -25% | 48* | ? | 19* | ? | -2% | ?
COc1cccc2cc(C(C)N(CCCN3CCOCC3)C(=S)Nc3ccc(C)cc3)oc12 (stereo not drawn) | 179%[activator] | -13 | -3% | 6 | ? | 8% | ?
Cc1cc2oc(C(=O)NCc3ccncc3)c(C)c2cc1C | 54% | -3 | 3% | 4 | ? | 0% | nt

Later entries
SMILES | AmpC no deterg | Shiga toxin inh | Tb PYK inh | Cycloheximide cs | Pf growth 96h | LmPK inh | Pf growth 48h
Nc1nc(-c2ccc(Br)s2)c(Br)s1 | -44% | 63* | -13% | 38* | nt | 4% | 14%
CCOc1c2ccc(C(=O)NCc3cc(C(F)(F)F)cc(C(F)(F)F)c3)cc2nn1C | 43% | -22 | -8% | -4 | 148%[activator] | 0% | 75%[activator]
Cc1nnc(SCc2nnc(-c3ccccc3Br)o2)s1 | -38% | 51 | 4% | 24* | ? | 10% | 4%
CC(=O)Nc1ccc(Oc2ccc(S(=O)(=O)N3CCCC3)cn2)cc1 | -7% | nt | 7% | nt | ? | nt | ?
CC(NCc1ccc(Cl)cc1Cl)C(O)c1ccccc1 (stereo not drawn) | 0% | 43 | 3% | 21 | 1.5µM* | 1% | 1µM*
CC(C)N(C(=O)CSc1nn2c(=O)c(C(C)(C)C)nnc2s1)c1ccccc1 | 0% | 19 | -1% | 1 | ? | 0% | ?
